SENP7 inh – SENP7 protease inhibition; recombinant SENP7, Z-RLRGG-aminoluciferin luminescence, 40 min; Q9BQF6; inhibition, % at 5 µM; hit rate 1.5% among 330,000; AID 434973;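 active = inhibition above about 50% at the single test dose, limit read from the data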;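 also: plate controls were DMSO with enzyme for no effect and no enzyme buffer wells for full effect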
SENP8 block-1 – SENP8 (human) protease inhibition; Q96LD8; recombinant SENP8, Nedd8 substrate fluorescence; inhibition, % at 20 µM; hit rate 0.64% among 360,000; AID 602440; in the data active = inhibition mostly above about 40%, no sharp cut-off; inactive = mostly below about 27%
Target sequence (Q96LD8 whole entry, looked up): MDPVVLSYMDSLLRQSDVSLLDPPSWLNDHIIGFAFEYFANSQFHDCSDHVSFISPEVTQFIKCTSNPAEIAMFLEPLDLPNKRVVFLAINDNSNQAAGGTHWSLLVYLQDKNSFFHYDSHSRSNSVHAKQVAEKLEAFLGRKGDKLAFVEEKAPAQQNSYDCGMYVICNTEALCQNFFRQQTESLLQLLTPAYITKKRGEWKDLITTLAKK
A3G deaminase – blocks human APOBEC3G single-stranded DNA deamination. Q9HC16. hit rate 0.28% among 330,000. recombinant A3G, ssDNA deamination FAM/TAMRA fluorescence. inhibition, % at 20 µM;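 active = inhibition of at least 40% at 20 µM, with no more than 30% in the related APOBEC3A deaminase screen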;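 also: plate controls were DMSO wells with A3G for no effect and wells lacking A3G enzyme for full effect; some compounds called inactive have numbers as strong as hits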
Target sequence (Q9HC16 whole entry, looked up): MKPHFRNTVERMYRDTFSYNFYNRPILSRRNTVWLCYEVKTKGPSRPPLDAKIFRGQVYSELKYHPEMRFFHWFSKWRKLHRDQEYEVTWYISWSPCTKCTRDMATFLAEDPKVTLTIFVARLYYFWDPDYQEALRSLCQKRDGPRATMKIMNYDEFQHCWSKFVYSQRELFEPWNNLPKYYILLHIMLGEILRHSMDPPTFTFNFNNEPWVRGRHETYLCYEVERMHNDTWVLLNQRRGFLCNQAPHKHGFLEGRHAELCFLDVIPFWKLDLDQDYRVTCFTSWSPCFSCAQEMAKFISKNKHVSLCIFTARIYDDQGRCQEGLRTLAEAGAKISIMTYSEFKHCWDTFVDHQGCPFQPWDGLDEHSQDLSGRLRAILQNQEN
SENP8 block-2 – inhibitors of human SENP8 protease. purified SENP8, Z-RLRGG-aminoluciferin cleavage, luminescence. inhibition, % at 10 µM. hit rate 1.2% among 330,000. AID 2540; in the data active = inhibition above about 50%
Apaf-1 inh – human Apaf-1 inhibition; O14727; reconstituted apoptosome caspase-3 activity, DEVD-Rh110 fluorescence; inhibition, % at 20 µM; hit rate 0.71% among 330,000; AID 489030; active = inhibition of at least 40% at 20 µM;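 also: plate controls were DMSO wells for no effect and DEVD-CHO caspase inhibitor wells for full effect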
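detection = Rh110 fluorescence intensity | test system = biochemical Apaf-1 apoptosome reconstitution | also added = cytochrome c and DEVD-Rh110 substrate | schedule = 30 min plus 50 min, RT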
SENP1 FRET inh – inhibitors of human SENP1 SUMO protease catalytic domain. Q9P0U3. recombinant SENP1 catalytic domain, CyPet-SUMO1-YPet FRET cleavage. inhibition, % at 10 µM. hit rate 0.21% among 360,000. AID 624204;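 active = inhibition at least 30% at 10 µM, raw YFP signal under a set limit, fluorescence ratio 0.5 to 1.5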;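 also: 0% = enzyme with DMSO and 100% = no enzyme wells; some results filed as inactive read as strong as hits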
Target sequence (Q9P0U3 419-644 limits assumed): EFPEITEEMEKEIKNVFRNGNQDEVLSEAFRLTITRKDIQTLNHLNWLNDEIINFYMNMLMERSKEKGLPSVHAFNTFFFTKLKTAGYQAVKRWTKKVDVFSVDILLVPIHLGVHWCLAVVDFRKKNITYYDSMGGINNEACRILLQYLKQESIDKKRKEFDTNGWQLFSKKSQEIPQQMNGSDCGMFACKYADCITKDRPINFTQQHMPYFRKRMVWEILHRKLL
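Test system: hSENP1 catalytic domain, recombinant; Amount: 20 pM final SENP1 enzyme; Medium: Tris pH 8 buffer plus EDTA, NaCl, BME, BSA, NP40, catalase; Schedule: 50 min enzyme reaction, room temperature, light-protected; Technique: FRET fluorescence in CFP and YFP emission channels; Controls: no-enzyme wells low, DMSO-plus-enzyme wells high control.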
SENP6 inh – SENP6 protease inhibition; Q9GZR1; Recombinant SENP6 catalytic domain, aminoluciferin luminescence; inhibition, % at 10 µM; hit rate 1.8% among 330,000;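 active = inhibition above about 50% at the single tested dose, limit read from the data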;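 also: plate controls were DMSO wells with enzyme for no effect and DMSO wells lacking enzyme for full effect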
UBC13 inh – human UBC13 polyubiquitination inhibition; UBC13 polyubiquitin chain formation, TR-FRET; inhibition, % at 20 µM; hit rate 0.47% among 330,000; P61088; in the data active = inhibition above about 45%, passing the limit was not always enough
Target sequence (P61088 whole entry, looked up): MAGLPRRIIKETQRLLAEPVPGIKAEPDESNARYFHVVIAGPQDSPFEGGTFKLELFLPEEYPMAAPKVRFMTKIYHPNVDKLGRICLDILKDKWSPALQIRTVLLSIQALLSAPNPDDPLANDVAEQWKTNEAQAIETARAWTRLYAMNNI
Starred values were filed as active, the others as inactive; x = no result given.

structure | SENP7 inh | SENP8 block-1 | A3G deaminase | SENP8 block-2 | Apaf-1 inh | SENP1 FRET inh | SENP6 inh | UBC13 inh
CC12CC3CC(C)(C1)CC(C(=O)NCc1ccncc1)(C3)C2 | 0 | 3 | 1 | -7 | -8 | 0 | -8 | 1
COc1ccc(-c2noc(CCC(=O)NC3CCN(Cc4ccccc4)CC3)n2)cc1 | -5 | 16 | -7 | 2 | 12 | 0 | -20 | 9
O=C(NCC1CCCO1)c1c(O)c2ccccc2[nH]c1=O (stereo not drawn) | -2 | -21 | -6 | -6 | 10 | 0 | -22 | 0
COc1ccc(CN2C(=O)c3ccc(C(=O)O)cc3C2=O)cc1 | 0 | 16 | -6 | -2 | -1 | 2 | 9 | 2
O=C(COC(=O)c1cccc(O)c1)Nc1ccc(N2CCOCC2)cc1 | -11 | 14 | -8 | -16 | 2 | 2 | -16 | -4
COCc1[nH]nc2c1C(c1ccc(F)cc1F)C(C#N)=C(N)O2 (stereo not drawn) | 8 | 10 | -1 | 1 | 2 | -1 | -13 | 1
CCOC(=O)N1CCC(NC(=O)c2cc(COc3c(C)cccc3C)on2)CC1 | 2 | 3 | -4 | 11 | 8 | -2 | 4 | -2
Cc1ccc(SCC(=O)OCC(=O)N2CCN(C(=O)c3ccco3)CC2)c(C)c1 | -10 | 5 | -7 | -8 | 12 | 3 | -11 | -8
Cn1c(SCC(=O)N2CCOCC2)nnc1-c1ccccc1 | 4 | 12 | 24 | -2 | -7 | 0 | 1 | -8
Cc1cc(C(=O)NCC2CCCO2)n(-c2ccccc2)n1 (stereo not drawn) | -3 | 11 | -2 | 1 | -10 | 1 | 2 | 3

Next section; the last 4 above are carried over.
structure | SENP7 inh | SENP8 block-1 | A3G deaminase | SENP8 block-2 | Apaf-1 inh | SENP1 FRET inh | SENP6 inh | UBC13 inh
CCOC(=O)N1CCC(NC(=O)c2cc(COc3c(C)cccc3C)on2)CC1 | 2 | 3 | -4 | 11 | 8 | -2 | 4 | -2
Cc1ccc(SCC(=O)OCC(=O)N2CCN(C(=O)c3ccco3)CC2)c(C)c1 | -10 | 5 | -7 | -8 | 12 | 3 | -11 | -8
Cn1c(SCC(=O)N2CCOCC2)nnc1-c1ccccc1 | 4 | 12 | 24 | -2 | -7 | 0 | 1 | -8
Cc1cc(C(=O)NCC2CCCO2)n(-c2ccccc2)n1 (stereo not drawn) | -3 | 11 | -2 | 1 | -10 | 1 | 2 | 3
CC(C)(C)NC(=O)C1CCN(S(=O)(=O)c2cccc(C(F)(F)F)c2)CC1 | 4 | 18 | -3 | -3 | -2 | 1 | 6 | -1
COc1ccccc1OCC(=O)NCC1CCCN(C(=O)c2ccccc2C(C)=O)C1 (stereo not drawn) | 6 | 7 | -10 | 8 | 0 | 1 | 0 | -1
Nc1c(-c2ccc(Cl)cc2)cnn1-c1cccc(C(F)(F)F)c1 | 14 | 15 | 0 | -2 | 5 | 1 | -10 | 1
C/C(=N/NC(=O)c1cccc(N2CCCC2=O)c1)c1ccc(Br)cc1 | -6 | 9 | -10 | -2 | 7 | -1 | -12 | -1
CN(C)S(=O)(=O)c1ccc(NC(=O)CN2CCC(Cc3ccccc3)CC2)cc1 | -10 | 5 | -9 | -8 | 27 | 0 | -17 | -5
Cc1cc(C)cc(N(CC(=O)NCCSc2ccccn2)S(=O)(=O)c2ccccc2)c1 | -6 | 23 | -4 | -8 | 11 | 1 | -23 | 2
O=C(COC(=O)c1ccc(NS(=O)(=O)c2ccc3c(c2)OCCO3)cc1)NC1CCS(=O)(=O)C1 (stereo not drawn) | -5 | 10 | -9 | -10 | 1 | 0 | -23 | -6
C#CCOC(=O)CCC(=O)NCCc1ccccc1 | -18 | 13 | 9 | -6 | 3 | -2 | -23 | -12
Cn1cc(CN2CC3C[C@@H]4CC2C[C@H](C3)C4)c(-c2ccc3c(c2)OCCO3)n1 | -5 | 14 | -5 | -12 | -7 | -1 | -11 | -5
Cc1ccc(S(=O)(=O)N2CCN(C(=O)c3cccc(F)c3)CC2)cc1 | 2 | 23 | -5 | 5 | -10 | 0 | 2 | 6

Additional results
structure | SENP7 inh | SENP8 block-1 | A3G deaminase | SENP8 block-2 | Apaf-1 inh | SENP1 FRET inh | SENP6 inh | UBC13 inh
CC(C)(CNC(=O)c1ccc(-c2cccc(C(F)(F)F)c2)o1)N1CCOCC1 | 13 | -1 | 6 | -1 | 11 | 2 | 2 | 0
CCOCCn1c(CN(C)Cc2ccccc2)nc2c1c(=O)n(C)c(=O)n2C | -1 | 2 | -7 | 5 | -8 | 3 | 6 | 2
Cc1ccc(/C=N\NC(=O)Cc2cccn2C)o1 | 5 | 9 | -1 | -1 | 12 | 1 | -11 | 2
CCC(C)NC(=O)Cn1cc(S(=O)(=O)N2CCCC2)c(S(=O)(=O)N2CCCC2)c1 (stereo not drawn) | 3 | 3 | -4 | 0 | -5 | 1 | 3 | -1
CC1CCCCC1NC(=O)CSc1nnc(N)s1 (stereo not drawn) | 5 | 9 | 1 | -7 | 0 | 1 | -12 | 7
C[C@H](CO)N1C[C@H](C)[C@@H](CN(C)C(=O)Nc2ccc3c(c2)OCO3)Oc2ccc(NS(=O)(=O)c3cn(C)cn3)cc2C1=O | 4 | 2 | -6 | -4 | 0 | -1 | 2 | 8
C=CCNS(=O)(=O)c1ccc2c(c1)n(C)c(=O)n2C | 4 | 16 | -6 | 4 | 1 | 2 | -5 | 1
C=CC[C@@H](CC(=O)N[C@@H](CO)Cc1ccccc1)C(=O)N[C@@H](COC(=O)[C@@H](CC=C)Cc1ccc(F)cc1)Cc1c[nH]c2ccccc12 | 9 | 4 | -1 | 1 | 6 | 1 | 10 | 6
Cc1nc(SCC(=O)NC2CCS(=O)(=O)C2)c(C#N)c(C)c1C (stereo not drawn) | -7 | 10 | -9 | -13 | -2 | -1 | -3 | -1
O=C(OCC(=O)N1CCN(C(=O)c2ccco2)CC1)c1ccccc1OCc1ccccc1 | -9 | 14 | -4 | -9 | 12 | 1 | -8 | -4

Next records
structure | SENP7 inh | SENP8 block-1 | A3G deaminase | SENP8 block-2 | Apaf-1 inh | SENP1 FRET inh | SENP6 inh | UBC13 inh
O=C(NCCN1CCOCC1)c1cc(-c2ccc(Br)cc2)on1 | 5 | 24 | -1 | -5 | -3 | 0 | 6 | 8
CC(=O)SCC(Cc1ccccc1)C(=O)NCC(=O)OCc1ccccc1 (stereo not drawn) | 1 | x | -6 | 4 | -2 | x | 11 | 20
O=C(NCCSCc1ccco1)Nc1cc(Cl)cc(Cl)c1 | 4 | 15 | -5 | -4 | 2 | 0 | -11 | -1
O=C(Nc1ncn[nH]1)c1cc([N+](=O)[O-])ccc1Cl | -2 | 10 | 14 | 12 | 8 | -2 | -6 | -12
CC(C)=N/N=C(\c1cccc([N+](=O)[O-])c1)C12CN3CN(CN(C3)C1)C2 | -4 | 22 | -6 | -9 | -2 | -1 | -10 | -7
CCOc1ccc(/C(CCC(=O)O)=N/NC(=S)NC(C)C)cc1 | -10 | 0 | 1 | 3 | 4 | 0 | 3 | -7
Cc1ccc(NC(=O)C(=O)c2c(-c3ccccc3)cc3ccccn23)cc1S(=O)(=O)N1CCOCC1 | 2 | 52* | 1 | 14 | 25 | 4 | 31 | 0
CCOC(=O)c1cc(NC(=O)Nc2ccccc2OC)c(C)nc1C | -1 | 18 | 7 | -6 | 0 | 1 | -4 | 2
OC(COc1ccc2ccccc2c1)Cn1cncn1 (stereo not drawn) | 6 | 21 | -3 | 3 | -6 | -2 | -7 | 7
O=S(=O)(c1ccccc1)c1nc(-c2ccccc2)oc1N1CCCC1 | 2 | -6 | -3 | -2 | -1 | 3 | 3 | 31

(continued)
structure | SENP7 inh | SENP8 block-1 | A3G deaminase | SENP8 block-2 | Apaf-1 inh | SENP1 FRET inh | SENP6 inh | UBC13 inh
CCOC(=O)c1sc(NC(=O)CCN2CCN(CC)CC2)c(C(=O)OCC)c1C | 4 | 6 | -17 | 10 | 1 | -2 | -9 | 20
CCOc1ccc(C(=O)NCC(=O)OC2CCOC2=O)cc1OCC (stereo not drawn) | 2 | 21 | 0 | 6 | 4 | 1 | 2 | -4
Cc1cc(/C=C(\C#N)C(=O)O)c(C)n1CC(C)C | 0 | -50 | -6 | 7 | -8 | 1 | 2 | 5
O=C(Nc1cccc(S(=O)(=O)N2CCCC2)c1)c1ccccc1OC(F)F | 9 | 10 | -4 | 0 | 11 | -8 | -11 | 2
Cn1c(C(=O)NCC2CCCO2)cc2c(=O)[nH]c3ccccc3c21 (stereo not drawn) | 3 | -36 | 5 | -2 | -1 | 0 | -20 | 2
CCOc1ccccc1OCCCCN1CCCC1 | -9 | 14 | -8 | -6 | 4 | 4 | 2 | -9
COc1cccc(NC(=O)N2CCCC2C(=O)NC2CCCCC2)c1 (stereo not drawn) | -7 | 8 | -7 | 5 | -11 | -3 | -26 | 2
O=C(CNC1CCCCC1)N1CCc2ccccc2C1 | -5 | 19 | -6 | 10 | -3 | 0 | 16 | -1
COc1ccc(N(C)C(=O)c2ccc3c(Cl)c4c(nc3c2)CCCC4)c(OC)c1 | 0 | 13 | 4 | 0 | 31 | 2 | 2 | -5
CCn1c(SCC(=O)N2CCCC2)nc2ccccc2c1=O | -7 | 12 | -6 | -8 | -12 | 2 | -15 | 14

The listing continues.
structure | SENP7 inh | SENP8 block-1 | A3G deaminase | SENP8 block-2 | Apaf-1 inh | SENP1 FRET inh | SENP6 inh | UBC13 inh
N#CC1=C(SCc2ccccc2)NC(=O)CC1c1ccc(O)cc1 (stereo not drawn) | 9 | 12 | 0 | -3 | 6 | 1 | -1 | 7
COc1ccccc1CC1CC(=O)N(c2ccccc2)C1=O (stereo not drawn) | -2 | 30 | -4 | -7 | -19 | 3 | -6 | -9
COc1cccc(CNC(=O)CCCNC(=O)c2ccc(Cl)cc2)c1 | -12 | -9 | -10 | -2 | 4 | 1 | -8 | 1
CC(C(=O)Nc1ccc(Cl)cc1)N1C(=O)NC2(CCCC2)C1=O (stereo not drawn) | 4 | 13 | -3 | 5 | 2 | -1 | -20 | 5
Cc1c(OC(C(=O)O)c2ccccc2)ccc2c3c(c(=O)oc12)CCC3 (stereo not drawn) | -7 | -191 | -4 | -5 | 10 | -6 | -22 | -2
Cc1ccc(S(=O)(=O)N2CCOCC2)cc1C(=O)NCCc1ccc(Cl)cc1 | 3 | 15 | 7 | 6 | 3 | 1 | 1 | -2
CSc1ccc(Cl)c(C(=O)NCCOc2cc(C)ccc2C(C)C)c1 | -8 | 8 | -1 | -5 | 21 | 5 | -34 | -7
CCOc1ccc2nc(SCC(=O)NCc3ccccc3OC)[nH]c2c1 | 6 | -1 | -5 | 11 | 14 | -1 | -10 | 1
Cc1cc(C)cc(NC(=O)COC(=O)CCCC2=NS(=O)(=O)c3ccccc3N2)c1 | -14 | 1 | -4 | -3 | 8 | 0 | -11 | -3
O=C(Nc1nncs1)c1cc(-c2ccncc2)nc2ccc(Cl)cc12 | 1 | -7 | -11 | 8 | -10 | -2 | -4 | -14

Continued:
structure | SENP7 inh | SENP8 block-1 | A3G deaminase | SENP8 block-2 | Apaf-1 inh | SENP1 FRET inh | SENP6 inh | UBC13 inh
Cc1cc(NC(=O)CN(C)CCOc2ccccc2)ccc1Br | 10 | 15 | -10 | -10 | 4 | 2 | -6 | -1
COC(=O)CC(N)c1ccc(Br)cc1 (stereo not drawn) | -4 | 7 | -13 | -6 | 11 | 2 | 5 | -9
C[N+](C)(C)CCOc1ccc([N+](=O)[O-])cc1 | -6 | 6 | -12 | -9 | -5 | 5 | -39 | 7
Cc1ccc(C)c(NS(=O)(=O)c2c(C)ccc3nsnc23)c1 | 8 | 19 | -3 | -16 | 3 | 1 | -2 | -6
CCCCCc1ccc(CC(=O)Nn2c(C)nc3ccccc3c2=O)cc1 | 4 | -1 | 2 | -7 | 11 | -1 | 1 | 2
COc1ccccc1C1CC(c2ccc(Cl)cc2Cl)Nc2nc(N)nn21 (stereo not drawn) | 2 | -16 | -3 | 2 | 12 | -2 | -10 | 10
COc1ccc(C(C)(C)C)cc1NC(=O)CCc1c(C)noc1C | -2 | 1 | -2 | 11 | 3 | 1 | -2 | 3
